ALOX12 inh = Primary qHTS assay for inhibitors of human arachidonate 12S-lipoxygenase (ALOX12): Round 2. Polyunsaturated fatty acid lipoxygenase ALOX12 (Homo sapiens), P18054. 1.1% of 580,000 active. purified 12hLO, xylenol orange hydroperoxide absorbance. Potency, µM (doses to about 108 µM), inactives show at the highest dose activity change, negative = inhibition, usual class: inhibitors; further: potency means the concentration at half of the fitted maximal effect; on the % scale 0 is the no-effect control and ±100 the full control effect
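Purified human 12hLO at 150 nM in 25 mM Hepes, 0.01% Triton X-100, pH 7.0, preincubated 15 min at room temperature with compound. Reaction started with 40 uM arachidonic acid, 30 min at room temperature. Hydroperoxide measured by Fe-xylenol orange, 573/405 nm absorbance ratio.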
Apoferritin bind = qHTS Assay for Identification of Novel General Anesthetics; Ferritin light chain (Equus caballus), P02791; AID 485281, 2010; Potency, µM (top dose mostly 77.5 µM), inactives show at the highest dose activity change, negative = displacement, hits mostly inhibitors; apoferritin/1-aminoanthracene competitive binding, fluorescence; 0.074% of 350,000 active; further: potency means the concentration at half of the fitted maximal effect; on the % scale 0 is the no-effect control and ±100 the full control effect; nearly all actives have a fitted effect of over 20% in size
Target sequence (P02791 2-175 limits assumed): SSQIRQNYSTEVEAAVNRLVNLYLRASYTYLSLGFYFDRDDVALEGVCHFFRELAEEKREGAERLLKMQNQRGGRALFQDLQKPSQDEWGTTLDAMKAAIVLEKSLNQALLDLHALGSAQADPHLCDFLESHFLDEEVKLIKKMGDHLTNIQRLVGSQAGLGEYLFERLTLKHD
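Horse-spleen apoferritin (10 uM) in 50% saturated 1-aminoanthracene in PBS was incubated 10 min at room temperature with compound. Fluorescence (ex 380, em 535 nm) was normalized to free and bound 1-AMA, with concentration-response fitted by a four-parameter Hill equation.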
TRHR ag = qHTS for Small Molecule Agonists and Allosteric Enhancers of Human TRH Receptor: Primary Screen for Agonists | Thyrotropin-releasing hormone receptor (Homo sapiens), P34981 | TRHR cells, calcium flux fluo-8, FDSS agonist mode | activation, % at 2 µM | 0.18% of 360,000 active; in the data active means activation above about 30%; further: 0% is about no effect
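Read-out: compound-evoked intracellular calcium rise in TRHR cells, fluo-8 dye, kinetic FDSS fluorescence at 1 s/cycle following a 10-cycle baseline. Cells cultured overnight before dye loading (30 min–1.5 h, RT).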
ERG-DNA inh = qHTS for Small Molecule Inhibitors of the ERG Ets/DNA interaction; fluorescence polarization, His-ERG Ets domain / labelled DNA; AID 624246, 2012; Transcriptional regulator ERG (Homo sapiens), P11308; 0.028% of 370,000 active; Potency, µM (top dose mostly 76.9 µM), inactives show at the highest dose FP activity, negative = inhibition, usual class: inhibitors; active means well fitted inhibition curve with a large enough effect in the polarisation, with a control signal flat; inconclusive means small, poorly fitted or top-dose-only effect, or effect the other way, or a change in a side signal; inactive means no such curve, though single readings can be large or run the other way; the % refers to the polarisation;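 further: polarization taken with two DNA probes labelled with fluorescein and Texas red; potency means the concentration at half of the fitted maximal effect; % of control where 0% means no effect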
Target sequence (P11308 whole entry, looked up, the tested form may be a part): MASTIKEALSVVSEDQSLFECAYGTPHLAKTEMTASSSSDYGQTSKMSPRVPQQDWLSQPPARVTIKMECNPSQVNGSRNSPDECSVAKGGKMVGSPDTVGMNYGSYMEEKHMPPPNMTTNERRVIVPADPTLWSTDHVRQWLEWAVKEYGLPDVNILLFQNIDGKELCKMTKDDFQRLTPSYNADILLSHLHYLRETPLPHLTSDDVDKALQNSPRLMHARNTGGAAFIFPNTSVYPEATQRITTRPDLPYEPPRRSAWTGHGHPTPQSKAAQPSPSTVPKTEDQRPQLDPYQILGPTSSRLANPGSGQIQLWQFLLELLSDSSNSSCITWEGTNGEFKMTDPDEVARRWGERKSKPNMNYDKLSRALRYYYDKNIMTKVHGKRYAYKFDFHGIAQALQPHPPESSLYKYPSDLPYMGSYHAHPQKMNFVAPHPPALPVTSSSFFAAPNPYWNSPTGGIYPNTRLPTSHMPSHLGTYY
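His-tagged ERG Ets domain (1 uM in the protein solution; 300mM KCl, 50mM Tris-HCl, 1mM EDTA, 1mM DTT, pH 7.5) received compound, then a probe mix of 5 nM fluorescein-DNA and 100nM Texas-615-DNA. Fluorescence polarization was read for both dyes.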
POLB inh = qHTS Assay for Inhibitors of DNA Polymerase Beta; P06746; Pol beta primer extension/strand displacement, fluorescence kinetic; Potency, µM (series often up to 114 µM), for inactives: at the highest dose activity change, negative = inhibition, hits mostly inhibitors; 1.3% of 340,000 active; further: potency means the concentration at half of the fitted maximal effect; on the % scale 0 is the no-effect control and ±100 the full control effect
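Enzyme-only controls used 10 nM Pol beta; buffer lacking enzyme served as negative control. Compound preincubated 15 min, then 50 nM substrate added; 0 and 10 min reads at room temperature.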
POLK inh = qHTS for Inhibitors of Polymerase Kappa; DNA polymerase kappa (Homo sapiens), Q9UBT6; purified Pol kappa, fluorescent DNA synthesis assay, 10 min; Potency, µM (highest dose often 107 µM), for inactives: at the highest dose activity, negative = inhibition, hits mostly inhibitors; 0.53% of 400,000 active; further: potency means the concentration at half of the fitted maximal effect; on the % scale 0 is the no-effect control and ±100 the full control effect
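Fluorescent qHTS in 1536-well format: enzyme (10 nM) and compound sat 15 min at room temperature before 50 nM substrate (final) was added. Signal taken at 0 and 10 min; no-enzyme buffer wells were negative controls.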
BLM helicase inh = qHTS Assay for Inhibitors of Bloom's syndrome helicase (BLM) | RecQ-like DNA helicase BLM (Homo sapiens), P54132 | recombinant BLM DNA unwinding, fluorescence dequenching | Potency, µM (top dose mostly 56.1 µM), for the others: at the top dose activity change, negative = inhibition, most hits filed as inhibitors | 0.2% of 350,000 active | AID 2528, 2010;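 further: potency means the concentration at half of the fitted maximal effect; plate controls were vehicle for no effect and no enzyme for full effect; nearly all actives have a fitted effect of over 35% in size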
APEX1 inh = qHTS Assay for Inhibitors of the Human Apurinic/apyrimidinic Endonuclease 1 (APE1) | recombinant APE1, TAMRA/BHQ-2 abasic DNA cleavage fluorescence | Potency, µM (top dose mostly 65.8 µM), without a hit: at the top dose activity change, negative = inhibition, hits mostly inhibitors | 0.35% of 350,000 active | AID 2517, 2012;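 further: potency means the concentration at half of the fitted maximal effect; plate controls were vehicle for no effect and reference inhibitor for full effect; nearly all actives have a fitted effect of over 55% in size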
Target sequence (P27695 whole entry, looked up): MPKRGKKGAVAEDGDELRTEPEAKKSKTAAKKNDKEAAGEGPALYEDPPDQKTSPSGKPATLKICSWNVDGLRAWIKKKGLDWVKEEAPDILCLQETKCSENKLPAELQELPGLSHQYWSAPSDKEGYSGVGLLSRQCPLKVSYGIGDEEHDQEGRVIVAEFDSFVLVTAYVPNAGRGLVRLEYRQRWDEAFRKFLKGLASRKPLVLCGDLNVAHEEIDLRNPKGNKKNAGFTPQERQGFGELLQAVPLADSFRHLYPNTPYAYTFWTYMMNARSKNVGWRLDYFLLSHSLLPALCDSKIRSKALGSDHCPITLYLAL
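Endonuclease cleavage of a quenched abasic-site DNA duplex (50 nM) by APE1 (0.75 nM) was tracked by TAMRA dequenching. Compounds were preincubated with enzyme 15 min at room temperature; data normalized to buffer-only and DMSO wells plus NSC13755 control.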
POLI inh = qHTS for Inhibitors of Polymerase Iota. DNA polymerase iota (Homo sapiens), Q9UNA4. Pol iota fluorescent replication assay, 10 min. Potency, µM (doses to about 115 µM), without a hit: at the highest dose activity, negative = inhibition, hits mostly inhibitors. 1% of 390,000 active. AID 588590, 2011; further: potency means the concentration at half of the fitted maximal effect
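Fluorescent replication assay read twice, at 0 min and 10 min after adding 50 nM (final) substrate. Enzyme (10 nM) and compounds were first incubated 15 min at room temperature; enzyme-free buffer wells were negative controls.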
* = called active by the depositor; ? = inconclusive; · = no result given; & = joins results of further samples; [ ] = another dose, or the depositor's remark. Unless noted, the call rests on the fitted dose curve; in most records, active means well fitted curve in the direction sought with a large enough effect; inconclusive means small, poorly fitted or top-dose-only effect, or another doubt; inactive means no such curve, though single readings can be large; an effect the other way counts as inactive or inconclusive. These rows are one share of the data. The share of hits here may be higher or lower than overall.

SMILES	ALOX12 inh	Apoferritin bind	TRHR ag	ERG-DNA inh	POLB inh	POLK inh	BLM helicase inh	APEX1 inh	POLI inh
O=C(c1ccc(COc2ccc(Br)cc2)o1)N1N=C(C(F)F)CC1(O)C(F)F (configuration not stated)	-4%	?	0.1	-3%	1%	-11%	-16%	-3%	-2%
CC(C)OC(=O)c1c(NC(=O)COc2cccc(Br)c2)sc2c1CCCC2	?	10%	-0.1	-1%	22%	11%	-1%	·	10%
COc1cccc(N=NC2C(=O)N(C(N)=S)N=C2C)c1 (configuration not stated)	0%	·	·	-4%	·	-4%	·	·	8%
CCc1sc(C(=O)NCCCn2ccnc2)cc1Br	-36%	-14%	-1.6	-8%	3%	6%	0%	-17%	13%
COc1ccc(N(CC(=O)NC2CCCC2)S(=O)(=O)c2c(C)[nH]c(=O)[nH]c2=O)cc1	8%	-10%	-0.9	-23%	66%	0%	-4%	0%	?
CCN(CC)C(=O)Cn1nnc(-c2ccc(S(C)(=O)=O)cc2)n1	-7%	-6%	-0.6	1%	2%	1%	2%	1%	0%
O=C(CC1C(=O)NCCN1C(=O)Nc1ccccc1)Nc1cc(Cl)cc(Cl)c1 (configuration not stated)	?	-13%	0.1	4%	16%	8%	-9%	16%	37%[activator]
O=C(NCCC1=CCCCC1)c1ccc2c(c1)N(Cc1ccc(F)cc1)C(=O)c1ccccc1S2(=O)=O	-18%	-21%	0.9	0%	-21%	-16%	-11%	·	-6%
CCOc1ccccc1C=NN1CCCCCC1	?	·	·	-5%	·	-7%	·	·	55%[activator]
COCCSc1ccccc1C(=O)NCc1ccc2c(c1)OCO2	?	-6%	-0.9	1%	5%	-9%	2%	-4%	-3%
CC(=O)Nc1ccc(N=Nc2ccccc2)cc1	-14%	-15%	2.0	·	-1%	-11%	0%	0%	-13%
O=c1[nH]c2cccc(F)c2n2cccc12	2%	-1%	0.2	-9%	7%	-1%	2%	13%	36%[activator]
COc1ccccc1N1CCN(C(CNC(=O)C(=O)NCc2cccnc2)c2cccnc2)CC1 (configuration not stated)	5%	0%	-0.9	-3%	-6%	-16%	-11%	·	6%
C=C(C)Cn1c(CCNC(=O)CC)nc2ccccc21	7%	3%	0.2	-18%	-1%	-6%	0%	-2%	-6%
CCN(Cc1ccccc1)C(=O)Cn1c(=O)n(-c2ccc(Cl)c(Cl)c2)c(=O)c2c(C)c(C(=O)N(C)C)sc21	-9%	6%	-0.3	3%	-14%	-10%[60.1 µM]	-8%	·	?
CN1CCN(C(c2ccccc2Cl)c2sc3nc(-c4ccco4)nn3c2O)CC1 (configuration not stated)	-15%	-8%	-0.2	2%	-25%	3%[60.1 µM]	0%	·	23%
COc1ccc(-c2noc(CCCC(=O)NCCc3ccccc3)n2)cc1OC	0%	-18%	0.3	-5%	-9%	-3%	-4%	-5%	-7%
CCOP(=O)(/C(C#N)=C(\C)O)c1ccccc1 (configuration not stated)	2%	-2%	0.1	-15%	35%	-3%	-4%	-2%	3%
COC(=O)C1=C(Nc2ccccc2NC(=O)c2ccccc2C(=O)O)CSC1	162%[activator]	-8%	-1.3	6%	36%	-3%	-2%	?	22%
CCOC(=O)N1CCN(C(=O)C(NC(=O)c2ccc(C(C)(C)C)cc2)C(C)C)CC1 (configuration not stated)	35%[activator]	·	-0.7	-2%	·	10%	·	5%	4%
Cc1ccc(NC(=O)Nc2cccn(Cc3c(F)cccc3Cl)c2=O)cc1	-8%	-6%	0.3	-7%	16%	-6%	-5%	18%	35%[activator]
O=c1cc(-c2cccc(Cl)c2)oc2cccc(O)c12	-18%	-4%&-6%	-0.1	-4%	0%	-3%&0%	0%&2%	12%&-1%	1%&-12%
CC(C)C(=O)Nc1ccccc1C(=O)OCc1cc(=O)n2nc(C3CC3)sc2n1	-19%	1%	0.5	1%	10%	0%[60.1 µM]	0%	·	31%[activator]
CCOc1ccc(S(=O)(=O)N2CCCC(C(=O)Nc3cccc(C)c3)C2)cc1 (configuration not stated)	0%	-13%	-2.4	2%	-1%	-1%	-6%	3%	64%[activator]
COc1ccc(S(=O)(=O)N2CCN(c3ccccc3)CC2)cc1C(=O)N1CCCC1	-3%	-8%	-0.6	-7%	75%	-17%	-4%	-8%	27%
Cc1ccc(C)c(C(C)NC(=O)C2C3CCC(O3)C2C(=O)O)c1 (configuration not stated)	·	?	0.4	·	-1%	·	1%	-6%	·
O=C(/C=C/c1ccc(Cl)cc1Cl)Nc1ccncc1	-14%	-3%	0.2	·	-16%	-14%	-4%	3%	-27%
CCOC(=O)N1CCN(C(=S)NC(=O)c2ccc(Br)cc2)CC1	?	-5%	-0.3	-8%	19%	-9%	-4%	0%	55%[activator]
CCc1ccc2[nH]cc(C(=O)OCCOC)c(=O)c2c1	4%	-5%	-0.1	-6%	-1%	-16%	0%	-2%	23%
C/C(=N\Nc1cccc(Cl)c1)C1(C)N(O)C(C)(C)C(c2ccco2)=[N+]1[O-] (configuration not stated)	?	-18%	0.1	6%	13%	-12%	-5%	-2%	10%

Profiles as entered above:
CCc1ccc2[nH]cc(C(=O)OCCOC)c(=O)c2c1 in the list: ALOX12 inh = 4%; Apoferritin bind = -5%; TRHR ag = -0.1; ERG-DNA inh = -6%; POLB inh = -1%; POLK inh = -16%; BLM helicase inh = 0%; APEX1 inh = -2%; POLI inh = 23%
O=C(/C=C/c1ccc(Cl)cc1Cl)Nc1ccncc1 in the list: ALOX12 inh = -14%; Apoferritin bind = -3%; TRHR ag = 0.2; ERG-DNA inh = ·; POLB inh = -16%; POLK inh = -14%; BLM helicase inh = -4%; APEX1 inh = 3%; POLI inh = -27%

Other entries follow.
SMILES	ALOX12 inh	Apoferritin bind	TRHR ag	ERG-DNA inh	POLB inh	POLK inh	BLM helicase inh	APEX1 inh	POLI inh
CC(C)Cn1c(N)c(S(=O)(=O)c2cccs2)c2nc3ccccc3nc21	0%	-10%	-0.7	-4%	-26%	-3%	-2%	-3%	-2%
CCOC(=O)c1oc2ccccc2c1NC(=O)c1cccc(OC)c1OC	-7%	-10%	-0.8	1%	0%	13%	0%	-4%	24%
COc1ccc(/C=C(/NC(=O)c2ccc(C)cc2)C(=O)NCc2ccncc2)cc1	5%	-6%	0.7	7%	24%	10%	2%	85%	1%
O=S(=O)(c1ccc(OCC(O)CN2CCc3ccccc3C2)cc1)N1CCOCC1 (configuration not stated)	17%	-1%	-0.8	·	2%	-10%	3%	0%	?
COc1ccc(CNC(=O)C2CCN(S(=O)(=O)c3cn(C)cn3)CC2)cc1	-22%	2%	-0.5	15%	-2%	-4%[60.1 µM]	-1%	·	15%
CCOC(=O)C1(Cc2ccc(OC)cc2)CCN(C(=O)Cc2cccnc2)CC1	-4%	-3%	-0.3	-9%	-17%	-9%	-3%	-4%	25%
Cc1onc(-c2ccccc2)c1C(=O)N1CCN(C/C=C/c2ccccc2)CC1	-18%	-8%	1.4	7%	8%	-2%	-3%	0%	1%
CCc1cccc(C)c1NC(=O)COC(=O)CNC(=O)c1cccs1	-27%	·	-0.3	2%	·	2%	·	5%	47%[activator]
Cc1ccc(-c2cnc(N)n2C)cc1C	-2%	-19%	-0.9	-3%	10%	-7%	1%	-4%	3%
CCOC(=O)NC(=O)COC(=O)CCCSc1nc2ccccc2s1	0%	-15%	0.8	-1%	15%	0%	-2%	-4%	187%[activator]
O=C(Nc1ccc2c(c1)OCO2)C1CC(=O)N(c2cccc(Cl)c2)C1 (configuration not stated)	?	-1%	-0.2	-13%	-15%	-5%	-4%	52%[activator]	-7%
FC(F)(F)C1=CC(c2ccc(Cl)cc2)=NCCN1	-36%	-18%	1.6	7%	9%	-6%	-2%	3%	1%
CC(=O)N1CCN(CC(O)COc2ccc(OCc3ccccc3)cc2)CC1 (configuration not stated)	19%	-12%	1.0	·	?	-18%	-1%	2%	1%
O=C(Cn1ncc2c3ccccc3n(Cc3ccccc3)c2c1=O)NCc1cccs1	-8%	-6%	2.2	5%	3%	2%	-5%	·	40%[activator]
Cc1c(NC(=O)CSc2nc(-c3ccco3)cc(C(F)(F)F)n2)c(=O)n(-c2ccccc2)n1C	-15%	-13%	-0.2	-5%	-9%	8%	0%	3%	-3%
COCCCn1c2nc3ccccc3nc2c2c(=O)n(Cc3ccc(Cl)cc3)cnc21	0%	-9%	-0.6	7%	1%	1%	-4%	-3%	14%
Cc1ccc(C)c(NC(=O)CSc2nnc3[nH]c(=O)cc(-c4ccccc4)n23)c1	?	-6%	0.3	-2%	19%	-5%[60.1 µM]	-1%	·	8%
Nc1ccc2nc(N3CCOCC3)sc2c1	8%	-5%	-1.1	0%	0%	-12%	-1%	5%	4%
CC(=O)c1ccc(-c2ccc(C(=O)NCC3CCCO3)o2)cc1 (configuration not stated)	-22%	·	-0.3	23%	·	-3%	·	12%	19%
CCCCNC(=O)NS(=O)(=O)c1ccc(C(=O)O)cc1	·	-2%	·	·	·	11%[60.1 µM]	2%	-1%	·
O=C1Nc2cc(Br)ccc2C1(O)c1ccccc1O (configuration not stated)	10%	-4%	0.7	-5%	-16%	12%	-2%	38%	16%
